CR mimetic SO = caloric restriction mimetics inhibiting age-related superoxide in yeast; S. cerevisiae aged cells, superoxide DHE fluorescence; hits give low values; superoxide response (% of plate mean), % at 10 µM; actives 0.18% (n = 330,000);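 active = superoxide response under a set limit, about three screen SD below normal, cut at about 65% in these data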;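 also: yeast aged for seven days with compound at 30 °C before DHE staining; 100% = average MFI of all compound-treated wells on the plate with controls excluded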
MEX-5 binding = C. elegans MEX-5 TCR-2 RNA binding activity. activity score (negative = inhibition of binding), % at 10 µM. MEX-5/FITC-TCR2 RNA binding, fluorescence polarization; hits give low values. actives 0.38% (n = 300,000). Q9XUB2;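 active = inhibition past about -25% in most replicates, and total fluorescence under double the plate's negative control median, limit read from the data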;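 also: 0% = DMSO and -100% = 5 µM competing unlabeled TCR2 RNA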
Target sequence (Q9XUB2 whole entry, looked up): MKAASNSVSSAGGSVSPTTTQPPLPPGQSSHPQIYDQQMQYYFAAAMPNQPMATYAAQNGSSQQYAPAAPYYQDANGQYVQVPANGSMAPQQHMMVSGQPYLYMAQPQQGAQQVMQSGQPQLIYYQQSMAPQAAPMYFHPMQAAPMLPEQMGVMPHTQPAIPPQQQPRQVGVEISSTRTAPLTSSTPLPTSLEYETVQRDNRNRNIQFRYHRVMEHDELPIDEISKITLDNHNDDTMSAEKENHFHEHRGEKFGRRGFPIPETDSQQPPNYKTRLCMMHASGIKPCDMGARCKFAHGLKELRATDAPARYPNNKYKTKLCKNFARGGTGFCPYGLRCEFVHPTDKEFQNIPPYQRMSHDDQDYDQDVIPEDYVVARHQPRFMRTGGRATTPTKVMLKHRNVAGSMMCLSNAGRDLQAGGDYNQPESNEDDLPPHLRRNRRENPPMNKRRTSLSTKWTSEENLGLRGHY
CIT2 TOR yeast = yeast TOR pathway CIT2-GFP modulation. S. cerevisiae CIT2-GFP strain, flow cytometry, 3 h; 100 means same as DMSO wells. GFP response vs DMSO, % at 10 µM. actives 0.065% (n = 320,000);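 active = GFP response relative to DMSO above a set limit, near the screen mean plus 3 SD, cut at about 150% in these data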;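 also: ratio of well median GFP fluorescence to mean of DMSO wells on the plate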
VLA-4 inh = inhibition in a human VLA-4 binding assay. VLA-4 expressing cells, ligand binding flow cytometry. AID 2557. P13612. actives 0.2% (n = 330,000). inhibition, % (about 7 µM as worked out from the volumes in the protocol); in the data active = inhibition above about 50%
GRK2 inh = inhibitors of human GRK2 displacing RNA aptamer. P25098. bead flow cytometry, FAM-aptamer displacement from GRK2. inhibition of aptamer binding, % at 10 µM. actives 0.59% (n = 330,000). AID 488847;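 active = inhibition of aptamer binding above 40%, roughly 3 SD of noise, on plates passing a quality check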;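 also: median bead fluorescence of bound FAM aptamer so fluorescent compounds give negative values; no value below 0 was filed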
MCL1-BIM inh = inhibitors of human MCL1 binding to BIM-BH3 peptide; Q07820; AID 2057; GST-MCL1 / FITC-Bim-BH3 fluorescence polarization; inhibition, % at 10.9 µM; actives 0.68% (n = 320,000);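 active = inhibition above the mean inhibition of all tested compounds plus 3 SD, set per campaign, cut at about 40% in these data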;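 also: 0% = DMSO wells and 100% = unlabeled Bim-BH3 peptide control; higher means more loss of mP so more displacement of Bim peptide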
Bcl-xL primary = blocks human Bcl-xL binding to Bim BH3 peptide. inhibition, % at 10.9 µM. Q07817. actives 0.7% (n = 320,000). GST-Bcl-xL / FITC-Bim BH3 peptide fluorescence polarization;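 active = inhibition above the mean of all tested compounds plus 3 SD, cutoff set per campaign, cut at about 30% in these data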;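 also: 0% = DMSO wells and 100% = unlabeled Bim-BH3 peptide competitor; inhibitors lower millipolarization by displacing the labeled peptide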
GLD-1 RNA inh = GLD-1-TGE RNA interaction inhibition (C. elegans) | AID 2280 | Q17339 | inhibition, % at 5.96 µM | purified GLD-1 + fluorescein TGE RNA, fluorescence polarization | actives 0.44% (n = 320,000);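 active = percent inhibition above a per-plate cutoff, the plate mean of test compounds plus 3 SD, cut at about 30% in these data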;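 also: 0% = DMSO wells with GLD-1 and probe and 100% = wells lacking GLD-1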
Target sequence (Q17339 whole entry, looked up): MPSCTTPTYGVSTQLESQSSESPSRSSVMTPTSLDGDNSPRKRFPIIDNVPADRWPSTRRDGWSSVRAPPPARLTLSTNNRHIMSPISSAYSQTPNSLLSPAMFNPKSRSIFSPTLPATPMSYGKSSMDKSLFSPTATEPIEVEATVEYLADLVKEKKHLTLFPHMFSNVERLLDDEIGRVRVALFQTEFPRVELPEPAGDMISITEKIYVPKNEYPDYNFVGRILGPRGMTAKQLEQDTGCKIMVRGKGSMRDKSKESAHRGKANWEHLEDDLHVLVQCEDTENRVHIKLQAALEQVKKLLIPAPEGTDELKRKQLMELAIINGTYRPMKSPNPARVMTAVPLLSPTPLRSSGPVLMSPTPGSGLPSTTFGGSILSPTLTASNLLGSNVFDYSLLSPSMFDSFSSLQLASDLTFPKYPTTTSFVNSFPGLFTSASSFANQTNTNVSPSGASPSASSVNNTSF
AGP1-GFP MLPCN = modulators of TOR pathway AGP1-GFP in S. cerevisiae. S. cerevisiae AGP1-GFP multiplex flow cytometry, 3 h; GFP as percent of DMSO wells. GFP response vs DMSO, % at 10 µM. actives 0.02% (n = 320,000). AID 2066;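 active = GFP response relative to DMSO above a set limit, near screen average plus 3 SD, cut at about 150% in these data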;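 also: median GFP channel fluorescence of the gated AGP1 strain per well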
The depositor's hits bear a star; i = inactive; · = not tested or not shown; [ ] = remark or other dose.

molecule,CR mimetic SO,MEX-5 binding,CIT2 TOR yeast,VLA-4 inh,GRK2 inh,MCL1-BIM inh,Bcl-xL primary,GLD-1 RNA inh,AGP1-GFP MLPCN
O=C(NCCc1ccccc1)c1ccc(CS(=O)(=O)c2ccc(Cl)cc2)o1,103,-1.0,97,0,0,5,9,-3,100
O=C(NNC(=S)NCc1ccc(Cl)cc1)c1cccnc1,107,-2.3,86,5,1,1,0,2,86
Cc1ccc(-c2csc(NS(=O)(=O)c3cccc(F)c3)n2)o1,137,·,96,-4,0,·,·,14,111
C=C1CCC[C@]2(C)C[C@H]3OC(=O)C(CN(C)CC(OC)OC)[C@H]3CC12 (some centres undefined),107,-0.5,88,-8,0,7,3,5,92
CCn1cc(C(=O)O)c(=O)c2cc(F)c(N3CCN(C(=S)NC(=O)c4ccc(F)c(F)c4)CC3)cc21,93,-1.5,92,-6,0,4,5,-1,107
COc1cccc(NC(=O)Nc2ccc(CC(=O)O)cc2)c1,94,0.7,108,-6,3,0,2,-5,110
COc1ccc(C(=O)Nc2ccc(N3CCCCCC3)cc2)cc1S(=O)(=O)N1CCOCC1,99,·,88,-11,0,3,3,5,98
CC(C)(C)n1nc2c(c1NC(=O)c1cc([N+](=O)[O-])ccc1Cl)CS(=O)(=O)C2,103,0.5,90,-1,0,10,10,2,91
COc1ccc(CN([C@H](C)CO)S(=O)(=O)N(Cc2ccccc2)[C@H](CO)C(C)C)cc1,108,·,103,-2,46*,8,1,3,96
CNc1ccccc(-c2ccc3cc4c(cc3n2)OCO4)c1=O,95,-13,109,-9,5,114*,91*,14,97

By substructure, the entries above containing an aryl methoxy group (3)
molecule,CR mimetic SO,MEX-5 binding,CIT2 TOR yeast,VLA-4 inh,GRK2 inh,MCL1-BIM inh,Bcl-xL primary,GLD-1 RNA inh,AGP1-GFP MLPCN
COc1cccc(NC(=O)Nc2ccc(CC(=O)O)cc2)c1,94,0.7,108,-6,3,0,2,-5,110
COc1ccc(C(=O)Nc2ccc(N3CCCCCC3)cc2)cc1S(=O)(=O)N1CCOCC1,99,·,88,-11,0,3,3,5,98
COc1ccc(CN([C@H](C)CO)S(=O)(=O)N(Cc2ccccc2)[C@H](CO)C(C)C)cc1,108,·,103,-2,46*,8,1,3,96

Further compounds
molecule,CR mimetic SO,MEX-5 binding,CIT2 TOR yeast,VLA-4 inh,GRK2 inh,MCL1-BIM inh,Bcl-xL primary,GLD-1 RNA inh,AGP1-GFP MLPCN
COc1ccccc1-c1oc2ccccc2c1C#CC1(O)CCCCC1,75,·,89,-6,2,·,·,2,97
Cc1ccc(-c2cc(C(F)F)n3ncc(C(=O)NN4CCCCC4)c3n2)cc1,83,-0.1,98,5,1,4,2,2,95
CC(C)CC(=O)Nc1ccc(S(=O)(=O)N2CCCC2)cc1,104,1.2,104,10,0,-2,-2,2,108
CC1N(C)c2cc(NC(=O)c3cccs3)c(P(=O)(Nc3ccc([N+](=O)[O-])cc3)N3CCOCC3)cc2C1(C)C (centres undefined),104,0.9,98,19,1,-5,3,12,101
CCNc1nc(NCC)n2c(SCC(=O)O)nnc2n1,98,-0.3,100,-1,2,6,0,-1,91
CCN(c1ccccc1)S(=O)(=O)c1ccc(OC)c(NC(=O)Cn2cnc3c2c(=O)n(C)c(=O)n3C)c1,89,-0.2,98,3,2,-4,0,6,97
CCCOc1ccccc1Cn1c(=O)oc2ccc(C)cc21,99,·,93,30,0,7,5,0,97
Cc1ccc(-n2c(SCC(=O)NCC3CCCO3)nc3ccccc3c2=O)cc1 (centres undefined),108,·,91,-9,0,·,·,3,93
O=C(NCc1ccc(F)cc1)c1cc(-c2ccncc2)nc2ccccc12,124,1.5,101,13,0,6,3,15,101
O=C(NCCN1CCOCC1)/C(=C/c1ccccc1)NC(=O)c1ccccc1,83,-2.0,106,-5,0,2,2,3,98
O=C(NCc1ccco1)C1CC(O)CN1C(=O)Nc1ccccc1 (centres undefined),96,-1.0,105,10,2,-1,0,14,100
O=C(C(=O)N1CCN(c2cccc(Cl)c2)CC1)N1CCCCC1,110,1.1,87,5,4,-1,8,3,96
CN(CCc1ccccc1)C1CCCN(S(=O)(=O)N(C)C)C1 (centres undefined),92,-0.3,104,2,3,9,-2,65*,100
O=C(O)CCn1c(SCc2ccccc2)nc2ccccc21,105,2.1,65,32,0,0,1,3,76
O=c1[nH]c2cc(Cl)cc(Cl)c2[nH]c1=O,104,1.1,100,19,8,4,3,0,102
O=C(O)C1CSC2(c3ccc(Br)cc3)CCC(=O)N12 (centres undefined),101,-0.3,103,6,2,-6,2,-1,115
O=C(COC(=O)Cc1ccc(F)cc1)NCCc1ccccc1,90,-0.1,91,-5,0,-11,-9,1,99
CCCCc1nnc(NC(=O)Cc2ccc(OC)c(S(=O)(=O)N3CCOCC3)c2)s1,103,-0.9,96,-13,0,-8,-2,-3,108
CN1CCN/C1=C(/C(Cl)=C(Cl)Cl)[N+](=O)[O-],114,-0.6,99,9,0,9,11,0,96
CC(C)C1C(c2ccccc2)N(C)C(c2ccccc2)CC1(O)c1ccccc1 (centres undefined),100,0.9,105,6,1,2,3,5,108

Structural class: the compounds so far containing two or more sulfur atoms.
molecule,CR mimetic SO,MEX-5 binding,CIT2 TOR yeast,VLA-4 inh,GRK2 inh,MCL1-BIM inh,Bcl-xL primary,GLD-1 RNA inh,AGP1-GFP MLPCN
Cc1ccc(-c2csc(NS(=O)(=O)c3cccc(F)c3)n2)o1,137,·,96,-4,0,·,·,14,111
CCCCc1nnc(NC(=O)Cc2ccc(OC)c(S(=O)(=O)N3CCOCC3)c2)s1,103,-0.9,96,-13,0,-8,-2,-3,108

Remaining list, next part:
molecule,CR mimetic SO,MEX-5 binding,CIT2 TOR yeast,VLA-4 inh,GRK2 inh,MCL1-BIM inh,Bcl-xL primary,GLD-1 RNA inh,AGP1-GFP MLPCN
CC(C)COP(=O)(c1ccc(N(C)C)cc1)C(Nc1ccccc1)c1cccnc1 (centres undefined),108,-0.7,100,-6,2,6,3,9,101
CCc1nc(Nc2ccc(O)cc2)c2oc3ccccc3c2n1,139,1.0,99,2,5,1,4,5,103
Cc1cc(Cl)ccc1OC(C)C(=O)OCC(=O)Nc1ccc2[nH]c(=O)[nH]c2c1 (centres undefined),109,·,101,14,0,7,6,4,107
COc1cccc(-c2nc(CS(=O)CC(=O)NCc3ccc(F)cc3)c(C)o2)c1 (centres undefined),96,0.2,104,-2,0,0,7,0,103
CC1CCN(C(=O)COC(=O)c2ccc(Cl)nc2)CC1,91,·,97,11,5,·,·,-2,104
CCOc1cccc(-c2c(C(=O)N/N=C/c3ccc(C)o3)nnn2-c2nonc2N)c1,112,1.9,112,14,3,5,4,1,125
CCCCCn1c(=O)[nH]c2cc(C(=O)O)ccc2c1=O,98,0.7,93,10,0,8,9,0,96
CC(=O)N1CC(=O)N(OCc2ccccc2)C1c1ccc(Cl)cc1Cl (centres undefined),117,-1.1,95,3,0,3,-5,5,105
COc1ccc(C(=O)C(Cc2cc(C(C)=O)ccc2OC)N2CCCC2)cc1 (centres undefined),99,2.4,87,4,0,-3,8,3,93
C[C@H]1CN([C@@H](C)CO)C(=O)c2cc(NC(=O)Nc3cccc4ccccc34)ccc2O[C@@H]1CN(C)Cc1ccc(-c2ccccc2)cc1,88,·,97,-22,0,·,·,-9,105
CC1=C(C(=O)Nc2ccccn2)C(c2ccc3c(c2)OCO3)C2=C(CC(C)(C)CC2=O)N1 (centres undefined),102,-0.5,89,26,1,3,0,6,96
COc1ccc(-c2csc(NC(=O)c3ccccc3NS(=O)(=O)c3ccc(C)cc3)n2)cc1,96,2.4,96,-11,3,16,4,9,103
Cc1ccccc1COc1cccc(/C=N/NC(=O)c2nnn(-c3nonc3N)c2C)c1,122,-0.6,92,20,2,-2,-1,7,82
CNC(=O)/C(=C\c1ccco1)NC(=O)c1ccco1,100,-1.0,104,4,1,-2,5,6,100
Cc1ccn2c(Nc3ccc4c(c3)OCO4)c(-c3ccccn3)nc2c1,82,-5.0,101,i,1,28,21,13,108
Cn1c(=O)cc(OCCCC(=O)NCCC2=CCCCC2)c2ccccc21,126,-1.7,97,15,1,0,6,0,102
CC(C)(C)n1nc2c(c1NC(=O)Cc1ccc([N+](=O)[O-])cc1)CS(=O)(=O)C2,106,-2.2,107[may fluoresce green],0,0,-6,0,4,103[may fluoresce green]
COc1cccc(-c2cc(C(=O)N3CCN(C(c4ccccc4)c4ccccc4)CC3)no2)c1,119,1.6,100,8,2,-2,-3,14,101
COc1ccc(Cl)cc1S(=O)(=O)N1CCCC(C(=O)N2CCOCC2)C1 (centres undefined),94,-1.1,97,-2,0,-5,1,1,94
CCOC(=O)CSC1=C(C#N)C(c2ccc(Cl)cc2)CC(=O)N1 (centres undefined),100,0.7,99,48,0,1,0,2,100
COCC(C)NC(=O)c1cc(-c2ccccc2OC)on1 (centres undefined),97,1.9,97,-8,2,-1,2,3,85
O=C(O)C1CC=CCC1C(=O)NCc1ccc2c(c1)OCO2 (centres undefined),97,-1.0,91,4,1,9,5,0,98

Just CR mimetic SO, MEX-5 binding and AGP1-GFP MLPCN (4 entries from above):
Structure | CR mimetic SO | MEX-5 binding | AGP1-GFP MLPCN
COc1ccc(-c2csc(NC(=O)c3ccccc3NS(=O)(=O)c3ccc(C)cc3)n2)cc1 | 96 | 2.4 | 103
Cc1ccccc1COc1cccc(/C=N/NC(=O)c2nnn(-c3nonc3N)c2C)c1 | 122 | -0.6 | 82
CNC(=O)/C(=C\c1ccco1)NC(=O)c1ccco1 | 100 | -1.0 | 100
Cc1ccn2c(Nc3ccc4c(c3)OCO4)c(-c3ccccn3)nc2c1 | 82 | -5.0 | 108

Screening data deposited in PubChem BioAssay by several laboratories.
